Hsp70 displacement: Hsp70 inhibitors, probe displacement, primary screen, biochemical, fluorescence polarization (AID 583). Heat shock 70 kDa protein 1A (Homo sapiens). Hsp70 fluorescence polarization probe displacement, mP; higher % means a stronger effect. displacement, % at 20 µM; hits with a dose series show IC50 in µM. hit rate 0.06% among 140,000; in the data active = displacement above about 50%;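 also: plate controls were vehicle for no effect and reference ligand for full effect; a part of the inactive calls stands beside numbers as strong as those of hits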
Rat MKP-3 inhibitors: MKP-3 phosphatase inhibitors, primary screen, biochemical, rat enzyme, in vitro (AID 425); recombinant MKP-3 phosphatase activity, fluorescence; higher % means a stronger effect; inhibition, % at 20 µM; hits with a dose series show IC50 in µM; Dual specificity protein phosphatase 6 (Rattus norvegicus); hit rate 0.17% among 110,000; in the data active = inhibition above about 50%;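 also: plate controls were vehicle for no effect and reference inhibitor for full effect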
* marks the source's active call; other numbers are inactive results; . = not tested or not shown; & = joins results of further samples. An excerpt; rates above refer to the full screens.

no.	mol	Hsp70 displacement	Rat MKP-3 inhibitors
1	CCc1cccc(C)c1NS(=O)(=O)c1ccc(F)cc1	1.1%	-4%
2	N#CCCN(C(=O)CSc1ccc2c(c1)OCCO2)c1ccc(F)cc1	3.5%	.
3	COc1ccc(CN2CCN(Cc3cc(OC)c(OC)cc3OC)CC2)c(OC)c1	-2.1%	4%
4	Cc1ccc(Cl)cc1N1CCN(C(=O)C2CCC(=O)N2C(C)C)CC1 (configuration not stated)	5.4%	0%
5	COc1cc(NC(=O)c2ccco2)c(OC)cc1NC(=O)Nc1cccc(Cl)c1	12%	-9%
6	CCOc1ccc2nc(NC(=O)C3CCCN(S(=O)(=O)c4cccs4)C3)sc2c1 (configuration not stated)	3.3%	-7%
7	CCOc1ccc(C(=O)Nc2cc(-c3nc4ncccc4o3)ccc2C)cc1[N+](=O)[O-]	2.6%	5%
8	COC(=O)C1=C(C)NC2=C(C(=O)CC(c3ccc(OC)cc3)C2)C1c1cc(OC)ccc1OC (configuration not stated)	-6.0%	6%
9	CCCSC1=N/C(=C\c2ccsc2)C(=O)S1	-1.5%	-5%
10	O=C(NCCCCNC(=O)C1CCCC1)C1CCCC1	2.7%	-1%
11	CC(=O)N1C(=O)c2cccc3cccc1c23	-3.9%	-1%
12	COc1cc(C)c(C(N)=O)c(OC)n1	0.6%	8%
13	Cc1nnc(SCCCn2c(N3CCCCC3)nc3c2c(=O)[nH]c(=O)n3C)s1	1.1%	-9%
14	CCCCS(=O)(=O)Nc1ccc2ncn(C)c(=O)c2c1	1.3%	-15%
15	Nc1n[nH]c(-c2ccccc2)c1-c1ccccc1	-4.1%	-14%
16	COc1ccc(/C=C(\C(=O)c2ccccc2)c2nc3ccccc3s2)cc1	-5.8%	8%
17	CN(C)C(CNc1nnnn1-c1ccccc1)c1ccco1 (configuration not stated)	7.0%	4%
18	O=C(Nc1ccc(NC(=O)c2ccc(Cl)cc2Cl)c(Cl)c1)c1ccccc1	-1.8%	3%
19	CCOC(=O)C(=C/C=C1/Sc2ccccc2N1C)C(=O)OCC	-40%	7%
20	CCOC(=O)c1c2c(n(C)c1COC)C(=O)C(=O)c1ccc(Br)cc1-2	7.3%	.
21	Cc1ccc(C2(C)N(O)C(C)C(c3ccccc3)=[N+]2[O-])o1 (configuration not stated)	2.5%	-2%
22	Cc1ccc(OCC(=O)NCc2cccnc2)c(C)c1	-1.3%	-1%
23	O=C(c1ccccc1F)N1CCN(c2cc(N3CCOCC3)c(F)cc2[N+](=O)[O-])CC1	0.0%	3%
24	CCC(=O)N1CCN(c2ccc(C(C)=O)cc2F)CC1	-1.2%	3%
25	Cc1ccc(C(=O)N/N=C/c2sc(=O)n(Cc3cccc(C(=O)O)c3)c2Cl)cc1	1.1%	.
26	CCc1c(-c2ccccc2)nc(N)c(C#N)c1-c1cccs1	1.0%	.
27	COc1ccc(NC(=O)NC(C(F)(F)F)C(F)(F)F)cc1	-7.2%	-3%
28	Cc1csc(NC(=O)C2CCCN2C(=O)Oc2ccccc2)n1 (configuration not stated)	-4.8%	6%
29	Cc1nn2cnc3sc4c(c3c2nc1=O)CCCC4	-1.1%	-6%
30	O=C1NC2(CCCCC2)C(=O)N1CCS(=O)(=O)Oc1ccccc1	-5.2%	.

Compound profiles, from the list above. Screens in order: Hsp70 displacement | Rat MKP-3 inhibitors
COc1cc(C)c(C(N)=O)c(OC)n1 reads 0.6% | 8%
O=C1NC2(CCCCC2)C(=O)N1CCS(=O)(=O)Oc1ccccc1 reads -5.2% | .

2 consecutive entries already listed, quoted:
no.	mol	Hsp70 displacement	Rat MKP-3 inhibitors
1	CCc1cccc(C)c1NS(=O)(=O)c1ccc(F)cc1	1.1%	-4%
2	N#CCCN(C(=O)CSc1ccc2c(c1)OCCO2)c1ccc(F)cc1	3.5%	.

Continued.
no.	mol	Hsp70 displacement	Rat MKP-3 inhibitors
31	O=C(Cc1ccc(F)cc1)Nc1ccccc1Br	0.0%	2%
32	O=C(NCC1CCCO1)c1cc2n(n1)C(C(F)(F)F)CC(c1ccc(F)cc1)N2 (configuration not stated)	0.0%	5%
33	Oc1ccc(Cl)cc1/C=N/c1nc2ccccc2[nH]1	-5.3%	-16%
34	O=C1CC(N2CCC(O)CC2)C(=O)N1c1ccc(Br)cc1 (configuration not stated)	-1.2%&-3.8%	-8%&0%
35	CCc1ccc(C2C(C(=O)O)c3ccccc3C(=O)N2C)cc1 (configuration not stated)	3.9%	.
36	COC(=O)c1ccc(N=Cc2c(O)n(C)c(=O)[nH]c2=O)cc1	-1.1%	6%
37	COc1ccc(C2C3=C(CC(C)(C)CC3=O)OC3=C2C(=O)CC(C)(C)C3)cc1C(=O)O	-5.1%	-1%
38	O=C1CC(N2CCN(C(c3ccccc3)c3ccccc3)CC2)C(=O)N1c1ccc(F)cc1 (configuration not stated)	-1.0%	1%
39	O=C(c1cnn2c(C(F)(F)F)cc(-c3ccc4c(c3)OCO4)nc12)N1CCCCC1	2.1%	-2%
40	O=C(NCc1ccco1)c1ccc(CS(=O)(=O)Cc2ccc(F)cc2)o1	3.8%	1%
41	S=C(NCCC(c1ccccc1)c1ccccc1)Nc1ccc(Cl)cc1	-0.2%	4%
42	COc1ccccc1CN1CCN(Cc2ccccn2)CC1	1.2%	1%
43	COc1ccc(C2CC(C(F)(F)F)n3nc(C(=O)N4CCN(C)CC4)c(Cl)c3N2)cc1 (configuration not stated)	0.3%	-3%
44	Cn1c(NC(=O)C2CC2)cc(=O)n(C)c1=O	0.7%	-6%
45	N=c1n(Cc2ccccc2)c2ccccc2n1CC(O)c1ccccc1 (configuration not stated)	0.6%	-1%
46	C=CCN(CC=C)C(=O)c1cc(OCC)c(OCC)c(OCC)c1	-0.5%	4%
47	O=C(NCCc1ccccc1)c1ncn[nH]1	-1.2%	-11%
48	COc1ccc(C2(O)CCN(CC(=O)Nc3nccs3)CC2)c(OC)c1	7.3%	2%
49	COc1cccc(S(=O)(=O)Nc2ccc(C(=O)N3CCN(C(=O)c4ccco4)CC3)cc2)c1	1.7%	4%
50	O=C(NCCCN1CCCC1=O)Nc1ccc(Cl)cc1	-0.2%	.
51	COc1cccc(C2/C(=C(/O)c3ccc(C)cc3)C(=O)C(=O)N2Cc2ccco2)c1 (configuration not stated)	3.3%	1%
52	O=C(c1oc(=O)c2ccccc2c1-c1ccccc1)N1CCOCC1	-3.6%	0%
53	CCCC(C(=O)Nc1nccs1)c1ccccc1 (configuration not stated)	4.8%	.
54	Cc1ccc(C(=O)Nc2cccc(NC(=O)COc3ccc(Br)cc3)c2)cc1	0.8%	5%
55	CC1(C)c2ccccc2N2CC(=O)N(CC(N)=O)C21C (configuration not stated)	-9.9%	-5%
56	Cc1cc(C)n(C(=O)c2nn(C)c(C)c2[N+](=O)[O-])n1	-5.4%	.
57	N#CC(C(=O)c1ccco1)c1ccccn1 (configuration not stated)	5.9%	0%
58	CCCC(=O)Nc1ccc(NC(=O)c2ccco2)c(OC)c1	-0.7%	3%
59	COC(=O)/C(=C/Nc1ccccc1)[N+](=O)[O-]	-4.2%	.
60	O=CNc1nonc1NNc1ccccc1	7.5%	0%

Further compounds
no.	mol	Hsp70 displacement	Rat MKP-3 inhibitors
61	CCOC(=O)c1cc(-c2cc3ccccc3o2)nc2c1c(=O)[nH]c(=O)n2CCOC	7.3%	3%
62	COc1ccc(CC(=O)NCc2ccc3c(c2)OCO3)cc1OC	3.1%	1%
63	CCOC(=O)NC1(NCc2ccccc2)Oc2ccccc2O1	0.4%	-5%
64	O=C(O)C1CCCCC1C(=O)Nc1ccc(Cl)cc1Cl (configuration not stated)	-4.9%	2%
65	O=C1C2C(c3ccccc3)OC3(C(=O)c4ccccc4C3=O)C2C(=O)N1c1cccc(C(F)(F)F)c1 (configuration not stated)	-2.1%	1%
66	c1ccc(Nc2cccc3nonc23)cc1	-27%	1%
67	Clc1cccc(OCCCN2CCOCC2)c1Cl	0.0%	3%
68	Cn1nc(CC(=O)Nc2cccnc2N2CCOCC2)c2ccccc2c1=O	2.9%	1%
69	COc1cc2c(cc1OC)CN(C(=O)NS(=O)(=O)c1ccc(C)cc1)CC2	-0.7%	2%
70	NC(=O)c1ccccc1OCC(=O)NS(=O)(=O)c1ccc(Cl)cc1	-2.8%	.
71	O=C1NC(=O)/C(=C\c2ccc(-c3ccc(C(=O)O)cc3)o2)S1	8.5%	2%
72	CCOC(=O)C1=C(C)N(CCOC)C(=O)/C1=C\c1ccc(C)cc1	-7.4%	-2%
73	COc1ncnc2sc3c(c12)CCCC3	6.4%	-7%
74	CC1CCCCC1NC(=O)C1CCN(S(=O)(=O)c2cccc3nsnc23)CC1 (configuration not stated)	1.5%	.
75	CC(C)c1ccc(-c2cc(C(=O)O)c3ccccc3n2)cc1	0.2%	1%
76	O=C(Oc1cccc2c(O)cccc12)c1ccccc1	0.6%	-4%
77	O=C1C2=C(Nc3ccccc3SC2c2ccc3c(c2)OCO3)c2ccccc21 (configuration not stated)	0.0%	4%
78	CC(C)CNC(=O)CCc1c[nH]c2ccccc12	-8.1%	.
79	Cc1ccc(N2NC(=O)/C(=C\c3ccco3)C2=O)cc1C	3.0%	2%
80	Cc1ccc(N(CC(=O)NCc2ccccc2)S(C)(=O)=O)cc1Cl	2.3%	2%
81	Cc1ccc2nc(SCc3nnc(-c4ccccc4)o3)[nH]c2c1	-1.0%	.
82	Cc1ccccc1OCC(=O)N=Nc1c(O)[nH]c(=O)[nH]c1=O	7.1%	3%
83	O=C(Nc1nc(-c2ccc(Cl)s2)cs1)c1ccncc1	-3.7%	3%
84	Ic1cccc(-c2nnc3ccc4ccccc4n23)c1	2.1%	4%
85	CCC(=O)c1coc2ccc(O)cc12	3.2%	.
86	Cc1ccc(C(=O)C2=C(O)C(=O)N(Cc3ccccc3)C2c2cccnc2)o1 (configuration not stated)	6.2%	2%
87	CC(C)N(Cc1nc(-c2ccc(Cl)cc2)no1)C(=O)CN(C)S(=O)(=O)c1ccc(Cl)cc1	1.7%	-1%
88	CC(C)N1C(=O)c2ccc(C(=O)O)cc2C1=O	-3.8%	0%
89	CC(C)Cc1nc(SCC(=O)Nc2ccc(S(N)(=O)=O)cc2)n[nH]1	1.1%	.
90	CCOC(=O)c1c(-c2ccc(Br)cc2)csc1NC(=O)c1cccc([N+](=O)[O-])c1	-1.1%	-4%

An excerpt from above in order of the Rat MKP-3 inhibitors value, rising:
cpd | compound | Rat MKP-3 inhibitors
52 | O=C(c1oc(=O)c2ccccc2c1-c1ccccc1)N1CCOCC1 | 0%
66 | c1ccc(Nc2cccc3nonc23)cc1 | 1%
84 | Ic1cccc(-c2nnc3ccc4ccccc4n23)c1 | 4%

Continuation:
no.	mol	Hsp70 displacement	Rat MKP-3 inhibitors
91	CCCC(=O)NC1C2CC3CC(C2)CC1C3 (configuration not stated)	0.6%	2%
92	COc1ccccc1Nc1nc(N2CCOCC2)ncc1F	-1.3%	-2%
93	O=C(Nc1ccccc1)C1=C(N2CCOCC2)/C(=C/c2cccnc2)CC1	.	-3%
94	CCOc1ccccc1NC(=O)CN(c1cccc(Br)c1)S(=O)(=O)c1ccccc1	2.9%	-2%
95	CCOc1ccccc1NS(=O)(=O)c1ccc(OC)cc1	-2.0%	-3%
96	CCCOc1cc(C)c(S(=O)(=O)NCCOC)cc1C	2.1%	-11%
97	CCCOc1ccc(NC(=O)C2CC(=O)N3CCCN=C3S2)cc1 (configuration not stated)	1.4%	-5%
98	Cc1ccccc1S(=O)(=O)Cc1ccc(C(=O)NCc2cccnc2)o1	3.1%	-8%
99	CC(c1ccccc1)C1C(C#N)=C(N)OC2=C1C(=O)CCC2 (configuration not stated)	1.3%	-1%
100	COCCN(CCOC)C(=O)CC(=O)N(CCOC)CCOC	1.3%	.
101	CCSc1nc2ccccc2c(=O)n1OCC(=O)OC	-0.6%	.
102	O=C(COC(=O)c1ccccc1NCc1ccco1)Nc1ccc2c(c1)OCO2	1.2%	.
103	O=C(Cc1ccc(Br)cc1)Nc1cc(Cl)c(Cl)cc1Cl	-1.6%	0%
104	Cc1cccc(S(=O)(=O)c2c(N)n(/N=C/c3cccnc3)c3nc4ccccc4nc23)c1	5.2%	-4%
105	COc1ccc(C2CC(c3ccc(C)cc3)=NN2C(C)=O)cc1OC (configuration not stated)	-2.6%	3%
106	Cc1cc(C)n(C(=O)CNc2ccccc2Cl)n1	0.5%	.
107	Cc1cccc(NC(=S)NC(NC(=O)c2ccco2)C(Cl)(Cl)Cl)c1 (configuration not stated)	-4.4%	.
108	COc1ccc(CNCc2ccccc2)cc1	-0.2%&2.1%	0%&2%
109	COc1ccccc1NC(=O)c1oc2ccccc2c1NC(=O)c1cc(OC)c(OC)c(OC)c1	-1.0%	-1%
110	O=C1CC(c2cccc(Cl)c2)Cc2nc(N3CCN(c4ccccc4)CC3)ncc21 (configuration not stated)	1.0%	-8%
111	Cc1nccc2[nH]c(=O)c(C(=O)NC3CCCCC3C)cc12 (configuration not stated)	-2.9%	-3%
112	Nc1cccc(-c2nc3ccccc3s2)c1	-3.9%	.
113	CN1C(=O)c2ccccc2C(C(=O)NCC2CCCO2)C1c1c[nH]c2ccccc12 (configuration not stated)	.	3%
114	COc1cc(C(=O)OCc2cc3ccccc3[nH]c2=O)cc(OC)c1OC	3.4%	3%
115	O=C(c1nn2c(C(F)(F)F)cc(-c3ccccc3)nc2c1Br)N1CCCCC1	-0.2%	-2%
116	CN1C(=S)SC(/[N+]([O-])=C\c2ccco2)C1(C)C (configuration not stated)	-1.3%	1%
117	Cc1ccccc1OCC(=O)N/N=C/c1ccc[nH]1	5.5%	-1%
118	O=C(Nc1ccc(I)cc1)c1ccc(Cl)cc1Cl	1.2%	-2%
